Screening results deposited in PubChem BioAssay by National Center for Advancing Translational Sciences (NCATS).
RXFP1 ag = activates the human relaxin receptor RXFP1; AID 2676; Q9HBX9; 370,000 compounds, 0.3% hits; Potency, µM (series often up to 57.5 µM), for the others: at the top dose activation, most hits filed as activators; HEK293T-RXFP1 cAMP TR-FRET, 30 min; response scale: percent of porcine relaxin response, buffer zero; further: potency means the concentration at half of the fitted maximal effect; on the % scale 0 is the no-effect control and ±100 the full control effect; nearly all actives have a fitted effect of over 60% in size; many of its hits are not listed in these tables
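Agonist response is measured as cAMP accumulation in an RXFP1-transfected HEK293T line under PDE4 inhibition. Values are scaled between buffer-only and 29 nM porcine relaxin, and EC50s come from standard Hill equation fits.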
Glioma ERSR ind = ER stress response induction in glioma; U87-MG GRP78 promoter luciferase reporter, 16 h; Potency, µM, inactives show top-dose activation, usual class: activators; 420,000 compounds, 0.02% hits; AID 602332; further: potency means the concentration at half of the fitted maximal effect; series mostly up to about 76 µM; % of control where 0% means no effect; nearly all actives have a fitted effect of over 35% in size
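Stably transfected U87-MG glioma cells carrying a GRP78-based luciferase sensor; 16 h compound incubation. Luminescence end-point read 10 min after Bright-Glo addition at room temperature.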
USP1 inh = inhibitors of human USP1/UAF1 deubiquitinase; AID 743255; 390,000 compounds, 0.23% hits; Potency, µM (series often up to 57.1 µM), for inactives: top-dose activity change, negative = inhibition, hits mostly inhibitors; O94782; recombinant USP1/UAF1, Ub-Rhodamine cleavage fluorescence; further: potency means the concentration at half of the fitted maximal effect; on the % scale 0 is the no-effect control and ±100 the full control effect; nearly all actives have a fitted effect of over 60% in size; inactives centre near -12
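High-throughput fluorogenic screen: 1nM USP1/UAF1 complex, Ub-Rho substrate 150nM final, 50mM HEPES pH 7.8 with 0.5mM EDTA, 0.1 mg/ml BSA, 1mM TCEP and 0.01% Tween-20.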
PI4K2A block = PI4K2A (human) kinase inhibition; Q9BTU6; purified PI4K2A, ADP-Glo luminescence, 1 h; hits give low values; activity change, negative = inhibition, % at 76.9 µM; 420,000 compounds, 0.13% hits; in the data active means activity change below about -50%; inconclusive means mostly about -30% to -49%;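 further: -100% = wells without enzyme as full effect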
Target sequence (Q9BTU6 whole entry, looked up): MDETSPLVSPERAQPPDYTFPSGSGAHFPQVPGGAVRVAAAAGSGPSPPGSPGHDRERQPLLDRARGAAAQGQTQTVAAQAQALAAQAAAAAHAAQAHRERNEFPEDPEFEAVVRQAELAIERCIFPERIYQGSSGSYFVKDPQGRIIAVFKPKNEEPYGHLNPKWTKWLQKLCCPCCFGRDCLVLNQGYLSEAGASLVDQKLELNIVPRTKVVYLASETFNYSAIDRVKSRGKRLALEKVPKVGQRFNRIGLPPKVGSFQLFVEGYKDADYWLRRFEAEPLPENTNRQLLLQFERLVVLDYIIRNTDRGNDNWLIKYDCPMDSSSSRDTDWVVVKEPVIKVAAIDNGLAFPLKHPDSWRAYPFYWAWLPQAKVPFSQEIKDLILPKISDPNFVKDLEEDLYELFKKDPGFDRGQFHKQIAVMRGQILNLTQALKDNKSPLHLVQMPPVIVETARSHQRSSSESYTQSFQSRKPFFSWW
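ADP-Glo luminescence measured ADP generated by PI4K2A enzyme (4 ug/mL before mixing) with 1.2 mM PI substrate (pre-mix) and 300 microM ATP (pre-mix). Tris pH7.5 buffer with MgCl2, Triton X-100; 1 h reaction at ambient temperature.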
Vif-A3F inh = blocks the Vif interaction with APOBEC3F. Potency, µM (titrated, usually from 46.1 µM), inactives show at the highest dose activity, negative = active. AID 602313. HeLa A3F-eYFP + Vif (tagged APOBEC3F with the HIV-1 protein that degrades it), YFP fluorescence increase. 390,000 compounds, 0.2% hits; further: potency means the concentration at half of the fitted maximal effect; % of control where 0% means no effect; nearly all actives have a fitted effect of over 65% in size
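Fluorescence increase (Ex 488/Em 500-530) after overnight compound treatment at 37 deg C flags inhibition of Vif-driven A3F-eYFP loss in stable HeLa A3F-eYFP/Vif cells seeded overnight beforehand.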
Vif-A3G inh = Vif-A3G binding inhibition. Q9HC16. HeLa A3G-eYFP + Vif (tagged APOBEC3G with the HIV-1 protein that degrades it), YFP fluorescence, overnight. Potency, µM (titrated, usually from 46.1 µM), for inactives: at the highest dose activity, negative = active, most hits filed as inhibitors. 410,000 compounds, 0.076% hits. AID 602310;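 further: potency means the concentration at half of the fitted maximal effect; on the % scale 0 is the no-effect control and ±100 the full control effect; nearly all actives have a fitted effect of over 60% in size; hits raise eYFP signal because A3G escapes Vif-driven loss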
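Read-out is eYFP fluorescence (Ex 488/Em 500-530) from Vif-expressing HeLa A3G-eYFP cells; more signal means A3G escaped Vif-mediated degradation. Cells plated overnight, compound pinned in, incubated overnight at 37 deg C.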
IDH1 R132H inh = human IDH1 R132H inhibition. 390,000 compounds, 0.093% hits. IDH1-R132H enzyme, NADPH consumption, diaphorase/resazurin fluorescence. AID 602179. Potency, µM (titrated, usually from 76.6 µM), for the others: at the top dose activity change, negative = inhibition, usual class: inhibitors. O75874; further: potency means the concentration at half of the fitted maximal effect; on the % scale 0 is the no-effect control and ±100 the full control effect; nearly all actives have a fitted effect of over 65% in size
Target sequence (O75874 whole entry R132H, stated change not applied): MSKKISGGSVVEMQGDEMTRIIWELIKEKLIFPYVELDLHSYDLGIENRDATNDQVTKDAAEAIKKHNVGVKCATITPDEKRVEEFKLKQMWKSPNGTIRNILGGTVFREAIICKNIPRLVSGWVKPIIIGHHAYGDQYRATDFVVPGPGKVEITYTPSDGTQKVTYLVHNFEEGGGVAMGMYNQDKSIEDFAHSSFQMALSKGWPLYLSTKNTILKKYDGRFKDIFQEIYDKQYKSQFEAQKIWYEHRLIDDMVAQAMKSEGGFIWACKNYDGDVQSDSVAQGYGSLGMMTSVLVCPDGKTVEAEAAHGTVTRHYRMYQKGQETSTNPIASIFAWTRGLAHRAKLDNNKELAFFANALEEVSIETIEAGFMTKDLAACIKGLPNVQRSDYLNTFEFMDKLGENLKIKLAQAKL
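IDH1-R132H (0.5 ug/mL dispensed) in pH 7.5 Tris buffer was preincubated 30 min with compound, then given a substrate mix of 0.016 mM NADPH and 2 mM alpha-KG for 80 min at room temperature; remaining NADPH was read by diaphorase/resazurin fluorescence.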
TrxR1 substrate = rat thioredoxin reductase 1 substrate activity. purified TrxR1 substrate turnover, NADPH consumption readout. Potency, µM (titrated, usually from 114 µM), for inactives: at the top dose activity change, negative = substrate turnover. O89049. 390,000 compounds, 0.01% hits; further: potency means the concentration at half of the fitted maximal effect; on the % scale 0 is the no-effect control and ±100 the full control effect; nearly all actives have a fitted effect of over 50% in size
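Rat TrxR1, dispensed at 90 nM, was prereduced with 400 uM NADPH (final) for 5 min at ~22 deg C, then incubated with compound 15 min before 400 uM selenite. A first-read NADPH fluorescence drop versus no-compound background flagged substrates.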
LDHA inh = blocks human lactate dehydrogenase A; activity change, % (values are at about 110 or 230 µM); purified LDHA, NADH/diaphorase-resazurin fluorescence; hits give low values; 480,000 compounds, 0.15% hits; in the data active means activity change below about -30%; inconclusive means mostly about -25% to -30%;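 further: plate controls were DMSO wells for no effect and wells without enzyme for full effect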
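Remaining NADH was detected by diaphorase (0.133 mg/mL) converting 37 µM resazurin to fluorescent resorufin, read at 0 and 20 minutes. The preceding 5-minute room-temperature reaction used 2 nM LDHA, 0.2 mM sodium pyruvate and 0.06 mM NADH at pH 7.4.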
* marks the source's active call; other numbers are inactive results; ? = inconclusive; . = no result given; [ ] = dose if it differs, or a comment. Unless noted, the call rests on the fitted dose curve; in most records, active means well fitted curve in the direction sought with a large enough effect; inconclusive means small, poorly fitted or top-dose-only effect, or another doubt; inactive means no such curve, though single readings can be large; an effect the other way counts as inactive or inconclusive.

SMILES	RXFP1 ag	Glioma ERSR ind	USP1 inh	PI4K2A block	Vif-A3F inh	Vif-A3G inh	IDH1 R132H inh	TrxR1 substrate	LDHA inh
COc1ccc(/C=N/NC(=O)c2nc(-c3ccccc3)cc(-c3ccccc3)n2)cc1O	1.7%	1%	-20%	-6	-2%	1%	6%	-4%	1
COc1ccccc1C(CNC(=O)COc1cc(C)ccc1Cl)N1CCCC1 (configuration not stated)	0.1%	-2%	1%	4	-13%	3%	0%	-10%	-3
COc1ccc(C(=O)C2CCCN(S(=O)(=O)c3cccc(C)c3)C2)c(C)c1 (configuration not stated)	1.9%	-5%	-12%	3	-16%	-1%	1%	21%	-5
Cc1ccccc1NS(=O)(=O)c1ccc(N2CCCC2=O)cc1	4.5%	-6%	-16%	-3	-5%	?	17%	-3%	-5
O=C(CCNC(=O)C1CCN(S(=O)(=O)c2ccc(F)cc2)CC1)NCCc1ccc(Cl)cc1	0.1%	-3%	-20%	3	20%	0%	6%	-1%	-3
CCN(CCc1ccccc1)c1ccc2c(c1)C1CC2CCN1C(=O)OCc1ccccc1 (configuration not stated)	.	-2%	-18%	-1	5%	-2%	19%	3%	-4
COc1ccc(-n2c(CNC(=O)COc3ccc(Cl)cc3Cl)n[nH]c2=S)cc1	-0.2%	-4%	-13%	1	-2%	9%	13%	4%	1
COc1ccc(-c2cc3c(=O)n(CC(=O)NCc4ccccc4F)ncn3n2)cc1	?	-3%	-14%	0	-5%	0%	0%	2%[57.1 µM]	-3
Cc1ccc2oc(=O)c3cnn(CC(=O)N4CCN(c5cc(Cl)ccc5C)CC4)c3c2c1	3.1%	-2%	-21%	-1	-24%	2%	-7%	-2%	-7
COc1cccc(C(=O)NCCS(=O)(=O)N2CCC(C)CC2)c1	0.7%	-2%	-8%	-5	2%	0%	2%	7%	-9
COc1cccc(NC(=O)COc2coc(CN3CCN(c4ccccc4)CC3)cc2=O)c1	-1.1%	-4%	5%	-1	?	0%	-5%	-2%	0
CCOC(=O)N1CCN(C(=O)COc2ccc(Cl)cc2C)CC1	-0.1%	-3%	-19%	-2	0%	0%	1%	4%[57.1 µM]	0
CC(C)c1ccc(NC(=O)COC(=O)C2CC3C=CC2C3)cc1 (configuration not stated)	.	5%	-10%	-2	1%	1%	-3%	-14%	3
CCc1cccc(OCC(=O)Nc2ccc(S(=O)(=O)N3CCCC3)cc2)c1	1.2%	-5%	-15%	3	2%	1%	-3%	-12%	-12
CCN(CC)CCNC(=O)Cn1nc(-c2ccc(C)cc2)ccc1=O	2.2%	1%	-6%	-1	-1%	0%	7%	27%	-8
Cc1cc(NS(=O)(=O)c2ccc(NC(=O)COc3ccc(Br)cc3C)cc2)no1	3.1%	-1%	-20%	1	1%	-12%	2%	9%	-4
COc1cc(C(=O)N2CCN(c3ncnc4sc(C)c(C)c34)CC2)cc(OC)c1OC	0.0%	-4%	-12%	3	-7%	0%	-1%	5%[57.1 µM]	-6
O=C(NCCSc1ncc(-c2ccc(F)cc2)[nH]1)c1ccc2c(c1)OCO2	0.8%	1%	-18%	3	-24%	0%	5%	-1%	3
CCOC(=O)Cn1c(N2CCCCCC2)nc2c1c(=O)[nH]c(=O)n2C	-0.1%	-3%	0%	12	-18%	-2%	2%	-7%	-2
O=C(NCc1ccccc1)c1noc2c1CCCCC2	3.5%	-1%	-6%	-3	-3%	?	0%	6%	3
COc1ccc(S(=O)(=O)N/N=C(/C)c2cccc(NC(=O)c3ccccc3Cl)c2)cc1	-2.7%	-2%	-9%	-3	-6%	-8%	0%	7%	-8
O=C(OCc1ccccc1F)c1ccc2c(c1)OCCO2	0.4%	3%	-16%	-4	3%	1%	1%	0%	-5
COc1ccc(N(CC(=O)Nc2cccc(SC)c2)S(C)(=O)=O)cc1Cl	3.4%	-2%	-27%	6	4%	0%	6%	17%[57.1 µM]	1
Cc1ccc(NS(=O)(=O)c2c(C(=O)N3CCOCC3)c(C)n(C)c2C)cc1C	0.4%	-8%	-16%	5	-8%	4%	1%	3%	-3

Structures shown so far that contain an NH in an aromatic ring (three):
SMILES	RXFP1 ag	Glioma ERSR ind	USP1 inh	PI4K2A block	Vif-A3F inh	Vif-A3G inh	IDH1 R132H inh	TrxR1 substrate	LDHA inh
COc1ccc(-n2c(CNC(=O)COc3ccc(Cl)cc3Cl)n[nH]c2=S)cc1	-0.2%	-4%	-13%	1	-2%	9%	13%	4%	1
O=C(NCCSc1ncc(-c2ccc(F)cc2)[nH]1)c1ccc2c(c1)OCO2	0.8%	1%	-18%	3	-24%	0%	5%	-1%	3
CCOC(=O)Cn1c(N2CCCCCC2)nc2c1c(=O)[nH]c(=O)n2C	-0.1%	-3%	0%	12	-18%	-2%	2%	-7%	-2

Additional entries
SMILES	RXFP1 ag	Glioma ERSR ind	USP1 inh	PI4K2A block	Vif-A3F inh	Vif-A3G inh	IDH1 R132H inh	TrxR1 substrate	LDHA inh
CC(=O)Nc1ccc(OCCOc2ccccc2C(C)=O)cc1	2.7%	2%	-9%	8	-2%	-3%	0%	-1%	-7
Cc1cc(C(=O)N2CCN(c3ncccn3)CC2)cs1	0.2%	-3%	-12%	-3	-13%	0%	1%	14%	1
CCCCn1c(SCC(=O)Nc2nccs2)nc2ccccc2c1=O	6.5%	-2%	1%	-5	-8%	3%	2%	-3%	-7
Cc1cccc(C2=N/C(=C\c3cccnc3)C(=O)O2)c1	0.6%	-7%	-22%	3	-14%	2%	1%	-1%	-2
CCOc1ccc(C(=O)NCCc2csc(-c3cccc(C)c3)n2)cc1	4.4%	-3%	-1%	-2	1%	3%	9%	4%[57.1 µM]	4
Cc1ccc(CCNC(=O)CN2C(=O)COc3ccccc32)cc1	0.5%	-1%	-18%	8	0%	0%	2%	0%[57.1 µM]	-3
CCc1nc(NC(C)(C)C)c2cnn(-c3ccccc3)c2n1	1.2%	0%	-25%	2	22%	-1%	5%	-8%	1
O=C(COC(=O)/C=C/c1ccc(Cl)cc1)Nc1ccccc1-c1ccccc1	0.3%	-4%	-4%	4	-1%	-2%	-1%	0%	-9
Cc1onc(-c2ccccc2)c1C(=O)N1CCCC(C(F)(F)F)C1 (configuration not stated)	-0.1%	-5%	-16%	-6	-9%	2%	1%	1%	0
CCc1ccc(OCC(=O)N(Cc2ccc(C)o2)C2CCS(=O)(=O)C2)cc1 (configuration not stated)	1.8%	.	-24%	3	.	.	.	14%	-3
Cc1cnc(C(=O)NCC(=O)Nc2ccccc2Br)cn1	0.0%	5%	-20%	-9	0%	-1%	-7%	5%	-2
Cc1ccc2c(c1)NC(=O)C(CC(=O)NCc1ccc(F)cc1)O2 (configuration not stated)	1.8%	-2%	-10%	1	-10%	-4%	-6%	-7%	-2
CCCN(CCC)S(=O)(=O)c1nc2nc(C)cc(C)n2n1	0.2%	-2%	-18%	0	8%	1%	10%	12%	1
O=C(CSc1nnc(CNc2ccc(F)cc2)n1Cc1ccco1)NC1CC1	0.1%	-1%	-12%	-3	4%	0%	5%	5%	13
Cc1ccc(C2CC(=O)NC(SCc3ccccc3)=C2C#N)cc1 (configuration not stated)	0.0%	-6%	-18%	9	.	-2%	8%	-6%	0
CC(=O)C1=C(S(=O)(=O)c2ccc(C)cc2)CS(=O)(=O)C1	0.1%	-14%	-23%	-9	?	?	6%	-1%	-8
CCOC(=O)c1c(S(=O)(=O)N2CCCC(C(=O)NCc3cccc(C)c3)C2)c(C)n(C)c1C (configuration not stated)	0.6%	0%	4%	-2	2%	2%	-20%	4%[57.1 µM]	0
CCOC(=O)N1CCN(Cc2nc(N)nc(Nc3ccc(OC)cc3)n2)CC1	2.1%	1%	-12%	8	-5%	-5%	2%	7%[57.1 µM]	-1
CCc1nc2ccc(C(=O)NCCc3c[nH]c4ccccc34)cn2c1N(C=O)CCC(C)C	.	1%	.	-8	.	2%	.	.	-2
Cc1nc(SCC(=O)Nc2ccccc2Cl)c2c(C)c(C)sc2n1	6.6%	-3%	-8%	3	1%	-12%	-7%	-15%	-7
CCOc1cccc(-c2nnc3sc(-c4ccco4)nn23)c1	4.5%	0%	-7%	-12	-18%	0%	7%	18%[57.1 µM]	-2
Cc1ccccc1C([O-])=Nc1ccc[n+](-c2nc3ccccc3nc2NS(=O)(=O)c2ccccc2)c1	3.0%	-1%	-17%	1	13µM*	-7%	-7%	2%[57.1 µM]	-2
CC(C)CN(C(=O)C1COc2ccccc2O1)c1c(N)n(CC(C)C)c(=O)[nH]c1=O (configuration not stated)	0.9%	-5%	-20%	0	5%	4%	18%	5%	-4
CC1CCc2cc(F)ccc2N1C(=O)CSc1nnc(-c2cccs2)n1C (configuration not stated)	0.6%	-2%	-10%	-1	8%	0%	1%	6%[57.1 µM]	-2
CCn1c(C)nc2cc(C(=O)NN=Cc3ccc([N+](=O)[O-])cc3)ccc21	.	2%	-12%	-5	6%	0%	1%	-7%	-6
CCCc1nc(SCC(=O)Nc2nnc(SCC)s2)c2c(=O)n(C)c(=O)n(C)c2n1	3.0%	-3%	-4%	-5	-3%	-2%	-4%	3%[57.1 µM]	-5
CC(CCN1CCN(CCO)CC1)c1ccccc1 (configuration not stated)	3.8%	2%	-21%	-1	-8%	0%	10%	-1%	-14

These rows are one share of the data; count on the stated rates, not on these rows.
